Bioassay records deposited in PubChem by Broad Institute.
S100A4 MyoIIA – inhibitors of human S100A4 binding to myosin IIA peptide. P26447. S100A4/TAMRA-MyoIIA peptide fluorescence polarization. inhibition, % at 10.7 µM. actives 0.14% (n = 360,000). AID 652163;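 active = mean inhibition of at least 70% across replicates, with every replicate also reaching that level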
Target sequence (P26447 whole entry, looked up): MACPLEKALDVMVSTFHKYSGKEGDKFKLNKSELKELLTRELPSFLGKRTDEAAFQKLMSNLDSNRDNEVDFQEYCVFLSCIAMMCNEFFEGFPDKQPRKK
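Test system: S100A4 monomer protein. Medium: HEPES buffer with Ca2+, pH 7.2. Reagent: fluorescent myosin IIA peptide, 5 nM. Compound dosing: single-point compound testing. Timing: 5 min between mix addition and reading. Benchmarks: DMSO neutral and TFP positive wells.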
SIRT5 inh – blocks human SIRT5 desuccinylation of peptide | actives 1.1% (n = 330,000) | AID 652115 | Q9NXA8 | Purified SirT5, succinyl-peptide AMC, trypsin-coupled fluorescence | inhibition, % at 15 µM; in the data active = inhibition above about 15%
Target sequence (Q9NXA8 whole entry, looked up): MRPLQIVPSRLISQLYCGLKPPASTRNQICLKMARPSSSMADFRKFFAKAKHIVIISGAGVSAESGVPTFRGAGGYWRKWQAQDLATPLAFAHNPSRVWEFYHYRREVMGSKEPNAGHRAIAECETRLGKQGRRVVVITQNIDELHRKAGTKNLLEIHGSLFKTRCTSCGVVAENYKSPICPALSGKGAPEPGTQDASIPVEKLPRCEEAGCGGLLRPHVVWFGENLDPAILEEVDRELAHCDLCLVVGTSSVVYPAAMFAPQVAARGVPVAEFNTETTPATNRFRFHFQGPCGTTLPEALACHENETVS
CASP6 VEID inh – inhibitors of human caspase-6 | P55212 | purified caspase-6, Z-VEID-R110 cleavage fluorescence | inhibition, % at 12.5 µM | actives 0.53% (n = 350,000);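 active = mean inhibition across replicates at least about 35%, with every replicate also reaching that limit, limit read from the data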;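 note: 0% = median of neutral control wells and 100% = no fluorescence left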
Target sequence (P55212 24-179 limits assumed): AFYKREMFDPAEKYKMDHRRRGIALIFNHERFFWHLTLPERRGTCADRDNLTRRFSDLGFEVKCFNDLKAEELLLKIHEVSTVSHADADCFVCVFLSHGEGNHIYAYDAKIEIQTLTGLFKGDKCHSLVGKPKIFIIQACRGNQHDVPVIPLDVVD
Target sequence (P55212 194-293 limits assumed): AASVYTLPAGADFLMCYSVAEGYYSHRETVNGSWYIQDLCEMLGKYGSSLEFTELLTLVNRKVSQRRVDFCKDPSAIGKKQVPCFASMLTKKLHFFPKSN
FN deposition inh – fibronectin deposition inhibition | AH1F fibroblasts, Alexa488-fibronectin deposition fluorescence, overnight | inhibition, % at 12.6 µM | actives 0.086% (n = 350,000) | AID 743247;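 active = mean inhibition across replicates of 30% or more, regardless of how many single replicates reach that level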;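 note: positive control wells lacked labelled fibronectin entirely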
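Material – AH1F fibroblast monolayer, labelled fibronectin deposition · Reagent – labelled fibronectin 24 nM · Timing – 1 h adhesion, overnight exposure · Measured by – fluorescence at 485 nm excitation, 525 nm emission · Read-out – inhibition of fibronectin deposition signal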
esBAF inh – inhibitors of esBAF chromatin remodeling in mouse ES cells; AID 602393; actives 2% (n = 350,000); reporter increase, % at 12.5 µM; Bmi1-luciferase knock-in reporter, 24 h; 100% = twice the neutral-well signal; in the data active = activation above about 40%;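 note: 0% = median of the plate's neutral control wells and 100% = double that signal; a rise in the Bmi1 reporter signal indicates esBAF inhibition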
C2C12 statin – protects C2C12 myotubes from simvastatin toxicity | ATP luminescence, 48 h; scaled: DMSO 0, geranylgeraniol control 100 | rescue of ATP level, % at 7.49 µM | actives 0.78% (n = 330,000) | AID 602340;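 active = mean ATP rescue above about 67%, or every replicate alone reaching that limit, limit read from the data, passing the limit was not always enough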;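 note: myotubes were challenged with 10 µM simvastatin during compound exposure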
LGR2 inh – blocks bursicon-induced cAMP signaling via Drosophila LGR2 | HEK293 LGR2, CRE-luciferase, bursicon-stimulated, 4 h | actives 0.35% (n = 380,000) | inhibition, % at 9.99 µM;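 active = drop in luminescence signal, shown as inhibition above about 50% in the replicate tests, limit read from the data, passing the limit was not always enough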;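 note: agonist challenge used bursicon conditioned medium at about half maximal strength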
* = called active by the depositor; . = not tested or not shown; & = joins results of further samples. This is a subset; count on the stated rates, not on these rows.

Below each compound: S100A4 MyoIIA	SIRT5 inh	CASP6 VEID inh	FN deposition inh	esBAF inh	C2C12 statin	LGR2 inh
O=C(OCC(=O)N1CCCCC1)c1cccs1
→ 0	.	-1	2	48*	2	-9
CC(C)(O)c1[nH]c2cc(F)ccc2c1C(C)(C)O
→ .	.	.	4	7	6	-3
CC(C)c1ccc(C(=O)Nc2nnc(S(=O)(=O)N3CCCCC3)s2)cc1
→ -1	-3	0	-1	-1	-21	-5
CCOC(=O)C1=CCN(S(=O)(=O)c2ccccc2Br)C1c1cccc(Cl)c1 (stereo not drawn)
→ 4	-4	6	12	-5	-4	5
COc1ccccc1CNc1cncnc1
→ -2	-3	1	-10	-5	1	7
O=C(NCc1cccnc1)c1ccc(COc2cccc3ccccc23)o1
→ .	.	.	0	1	34	.
Cc1noc(C)c1NC(=O)N(C)C[C@@H]1Oc2ccc(NC(=O)CCC(F)(F)F)cc2CC(=O)N([C@@H](C)CO)C[C@H]1C
→ 18	-8	1	0	3	-13	-5
O=C(CCC1CCCN(C(=O)c2ccsc2)C1)N1CCN(c2ccccn2)CC1 (stereo not drawn)
→ -3	0	0	3	.	.	24
CCC(C)c1ccccc1N1CC(C(=O)Nc2cccc(S(=O)(=O)N3CCOCC3)c2)CC1=O (stereo not drawn)
→ 4	2	1	-8	8	4	-2
Cc1nn(-c2ccccc2)c2[nH]c(C(F)(F)F)cc(=O)c12
→ .	.	.	-1	0	-6	.
CC(C)NC(=O)NC(=O)COC(=O)C1CCCN1C(=O)c1cccs1 (stereo not drawn)
→ .	.	.	.	5	-2	-8
COc1ccc(S(=O)(=O)N(C)C[C@@H]2OCCCC[C@@H](C)Oc3ccc(NS(=O)(=O)c4cn(C)cn4)cc3C(=O)N([C@@H](C)CO)C[C@@H]2C)cc1
→ -3	4	0	8	5	.	-3
CN(C)C=Nc1nonc1-c1ccccc1
→ 0	3	-1	0	.	.	-19
c1cc2c3c(cccc3c1)NN=N2
→ -4	-1	12	6	.	.	.
O=C(NCc1ccc(F)cc1)c1ccc(N2CCc3ccccc32)c([N+](=O)[O-])c1
→ 0	-3	2	0	.	.	16
O=C(NC1CCCCC1)N[C@H]1C=C[C@@H](CC(=O)N2CCOCC2)O[C@@H]1CO
→ -3	8	37*	.	-7	3	-10
CCOC(=O)Cn1c2c(n(-c3ccc(F)cc3)c1=O)C=C(c1ccccc1)[C@@H](C)C(C(=O)N(C)C1CCCCC1)=C2
→ 2	.	2	-1	.	.	-6
O=S(=O)(c1ccccc1)N1CCN(C(=S)NC2CCCC2)CC1
→ -1	1	0	8	.	.	-2
COc1ccc(NC(=O)CN(c2ccccc2)S(=O)(=O)N(C)C)cc1Cl
→ -4	-1	-1	-4	-7	4	22
O=c1[nH]cc(-c2ccccc2)c(=O)[nH]1
→ -3	-1	0	-1	-9	1	24

Overlap with the part before: 3 entries, then new ones.
Below each compound: S100A4 MyoIIA	SIRT5 inh	CASP6 VEID inh	FN deposition inh	esBAF inh	C2C12 statin	LGR2 inh
O=S(=O)(c1ccccc1)N1CCN(C(=S)NC2CCCC2)CC1
→ -1	1	0	8	.	.	-2
COc1ccc(NC(=O)CN(c2ccccc2)S(=O)(=O)N(C)C)cc1Cl
→ -4	-1	-1	-4	-7	4	22
O=c1[nH]cc(-c2ccccc2)c(=O)[nH]1
→ -3	-1	0	-1	-9	1	24
COCC(=O)N1CCC(Oc2ccc(C(=O)N(C)C(C)c3ccon3)cc2)CC1 (stereo not drawn)
→ -10	-1	-3	8	5	-5	-8
CCOC(=O)/C(=N\Nc1ncnc2ccccc12)c1ccc(C)cc1
→ 19	5	-2	1	-57	27	1
O=C(CN1CCOCC1)N[C@@H]1CC[C@@H](CCn2cc(C3CC3)nn2)O[C@H]1CO
→ -2	4	0	-1	3	-1	-16
CN1[C@H](CO)[C@H]2c3ccccc3N(C(=O)Nc3ccccc3F)C[C@H]21
→ 7	2	2	.	19	30	-8
Cc1nnc(SCC(=O)Nc2cccc(Cl)c2)n1CC1CCCO1 (stereo not drawn)
→ 0	-6	-1	6	-5	2	-8
C[C@@H]1CN([C@H](C)CO)S(=O)(=O)c2ccc(-c3cccc(F)c3)cc2O[C@@H]1CN(C)S(=O)(=O)c1ccccc1
→ 3	16*	-5	.	9	-26	-3
CCn1c(=O)cc(OCC(=O)Nc2ccc(OC)c(OC)c2)c2ccccc21
→ -5	-3	3	4	.	.	-17
CC(C)n1c(SCC(=O)NC2CCCCC2)nnc1-c1ccco1
→ -5	3	-1	0	0	0	8
S=C(Nc1ccccc1Cl)Nc1ccc(Cl)cc1Cl
→ .	.	.	.	-8	-6	-17
O=C1NCCc2c1[nH]c1ccc([N+](=O)[O-])cc21
→ 1	1	1	8	.	.	4
Cc1cc(C)cc(NC(=O)CCCCCN2C(=O)[C@@H]3Cc4ccccc4CN3C2=O)c1
→ 8	0	0	-5	-8	0	0
CN(C)C(=O)CCc1nc(-c2ccc(C(C)(C)C)cc2)no1
→ .	.	.	.	-3	-32	-35
CCC(C)NC(=O)c1csc2c1CCCCC2 (stereo not drawn)
→ .	.	.	-1	-4	10	.
COc1ccccc1N1CCN(CC(O)COc2c(OC)cccc2OC)CC1 (stereo not drawn)
→ .	.	.	-13	-7	5	.
Cc1ccc(C(C)C)cc1OCC(=O)NNC(=O)Nc1ccccc1
→ -3	-6	-2	4	1	11	8
O=C1CC(N2CCN(Cc3ccccc3)CC2)C(=O)N1c1ccccc1 (stereo not drawn)
→ .	.	.	4	0	0	.
Cc1cc(=O)oc2c3c(cc(OCC(=O)N[C@H](C(=O)O)c4ccccc4)c12)OC(C)(C)CC3
→ -2	-72	-2	.	-4	1	7
O=C(C[C@H]1C=C[C@H](NC(=O)c2ccncc2)[C@H](CO)O1)NCC1CC1
→ 10	0	0	-3	-1	-4	-10
O=C(CSc1nc2ccccc2n1CC(=O)N1CCOCC1)N1CCCC1
→ .	.	.	-3	-9	1	.
COc1ccc(NC(=O)CCCNC(=O)Cn2cnc3sc4c(c3c2=O)CCCC4)c(OC)c1
→ -7	-2	0	4	-3	10	-18

Entries shown so far containing a furan ring, fused or not:
Below each compound: S100A4 MyoIIA	SIRT5 inh	CASP6 VEID inh	FN deposition inh	esBAF inh	C2C12 statin	LGR2 inh
O=C(NCc1cccnc1)c1ccc(COc2cccc3ccccc23)o1
→ .	.	.	0	1	34	.
CC(C)n1c(SCC(=O)NC2CCCCC2)nnc1-c1ccco1
→ -5	3	-1	0	0	0	8

Additional records follow:
Below each compound: S100A4 MyoIIA	SIRT5 inh	CASP6 VEID inh	FN deposition inh	esBAF inh	C2C12 statin	LGR2 inh
COc1cc(NC(=O)CN2CCN(c3ccccn3)CC2)cc(OC)c1OC
→ -5	.	-3	3	7	36	-21
CC(C)(C)c1[nH]nc2c1C(c1cccnc1)C(C#N)=C(N)O2 (stereo not drawn)
→ 5	-2	0	.	-3	-27	-12
COc1cccc(-c2ccc([C@H]3[C@H]4CN(S(=O)(=O)c5cn(C)cn5)CCCCN4[C@H]3CO)cc2)c1
→ -6	1	1	.	4	-9	13
COC(=O)[C@]12C[C@H](CC(=O)NCc3cccc4ccccc34)C(=O)N(CCC3=CCCCC3)C1=C[C@H](COCc1ccccc1)O[C@@H]2C
→ 1	.	0	-4	.	.	7
COc1ccccc1CN1CC(C(=O)N(C)Cc2ccc(C)o2)CCC1=O (stereo not drawn)
→ 3	-13	-1	15	12	7	4
COc1ccc(CC(=O)Nc2cc(C)on2)cc1
→ .	.	.	-1	8	137*	.
C[C@@H](NC(=O)C[C@@H]1CC[C@H](NC(=O)CN2CCOCC2)[C@@H](CO)O1)c1ccccc1
→ -3	-2	0	2	-3	3	-26
CC1CCCC(NC(=O)CSc2nncs2)C1C (stereo not drawn)
→ -8	0	2	5	-4	19	10
Cc1ccc(N2CC(C(=O)Nc3ccccc3C(=O)NC3CCCCC3)CC2=O)cc1 (stereo not drawn)
→ .	.	.	-6	-4	17	.
CCOc1ccc(CCNC(=O)COC(=O)c2cccc(S(=O)(=O)N(C)C)c2)cc1OCC
→ 1	-2	-3	1	-1	-8	-6
CCc1c(C)nc(SCC(=O)N2CCN(c3ccccc3OC)CC2)[nH]c1=O
→ -1	-1	.	-13	.	.	-19
CNC[C@@H]1OCCCC[C@H](C)Oc2ccc(NC(=O)c3ccncc3)cc2C(=O)N([C@H](C)CO)C[C@@H]1C
→ -1	-3	1	.	-4	9	10
Cc1oc(-c2ccccc2)nc1C(=O)OCC(=O)NCc1ccccc1
→ -4	7	1	-22	0	8	-3
CCc1ccc(OC(=O)Nc2ccccc2)cc1
→ -1	2	1	7	-5	2	-31
C[C@H](CO)N1C[C@H](C)[C@@H](CN(C)S(=O)(=O)c2cccc(F)c2)OCc2cnnn2CCCC1=O
→ -2&2	-6&-1	2&1	2&2	-7&2&5	6&-6&2	26&16
COc1ccc(CC(C)NS(=O)(=O)c2ccc3c(c2)CCN3S(C)(=O)=O)cc1OC (stereo not drawn)
→ -2	2	3	3	-2	3	-6
CCN(CC)S(=O)(=O)c1ccc(C(=O)N2CCN(C3=NS(=O)(=O)c4ccccc43)CC2)cc1
→ 0	-3	0	9	.	.	-18
COc1ccc(NC(=O)N(C)C[C@@H]2OCCCC[C@@H](C)Oc3ccc(NC(=O)NC(C)C)cc3C(=O)N([C@@H](C)CO)C[C@H]2C)cc1
→ 9	1	2	.	-4	.	-2
COc1cccc(NC(=O)NCCc2ccc(Cl)cc2)c1
→ 4	1	1	10	14	9	-17
Cc1cc(C[n+]2ccsc2N)c2ncccc2c1
→ 3	-5	-4	-8	-2	-44	-3

Below each compound: S100A4 MyoIIA	SIRT5 inh	CASP6 VEID inh	FN deposition inh	esBAF inh	C2C12 statin	LGR2 inh
CCCC#Cc1ccc2c(c1)O[C@@H](CN(C)S(=O)(=O)c1cccc(F)c1)[C@@H](C)CN([C@@H](C)CO)S2(=O)=O
→ -1	-2	-2	.	0	-14	7
CCc1ccc(N2C(=O)Nc3ccccc3C2(O)C(=O)N2CCN(c3ccccn3)CC2)cc1 (stereo not drawn)
→ 12	-3	0	-9	13	-7	-3
COc1ccc(S(=O)(=O)N(C)C[C@H]2Oc3ccc(NS(C)(=O)=O)cc3C(=O)N([C@H](C)CO)C[C@@H]2C)cc1
→ 9	-2	1	.	2	.	.
C[C@@H]1CN([C@H](C)CO)C(=O)c2cccc(NC(=O)C3CC3)c2O[C@H]1CN(C)S(C)(=O)=O
→ 6	-4	-1	.	5	-16	4
CNc1ccc2ncc(-c3ccc(OC)c(OC)c3)n2n1
→ -2	-4	-3	17	-20	-28	-8
O=C(CN1CCOCC1)N[C@@H]1CC[C@@H](CCn2cc(C3CCCCC3)nn2)O[C@@H]1CO
→ -4	4	1	-7	-5	-7	-14
CC(C)(C)c1cc(C(=O)O)nn1-c1ccccc1
→ -1	0	2	.	-5	.	29
COc1ccc2c(C(=O)c3ccc(C)cc3)n(CCCC(N)=O)[n+]([O-])c2c1
→ 2	0	-3	-15	-9	35	-9
Cc1c(C(=O)Nc2cccc(S(=O)(=O)N3CCOCC3)c2)oc2ccccc12
→ -2	.	-1	3	23	4	-11
Cc1ccc(S(=O)(=O)NNC(=S)NCC2CCCO2)cc1 (stereo not drawn)
→ -7	-1	-5	-1	-7	1	4
COc1ccc2[nH]c(=O)c(C(c3nnnn3C3CCCC3)N(C)C3CCCCC3)cc2c1 (stereo not drawn)
→ .	.	.	-1	1	-2	.
CN1C(=O)c2cc(NC(=O)c3ccc(F)c(F)c3)ccc2OC[C@@H]2O[C@@H](CC(=O)N[C@@H]3CCN(Cc4ccccc4)C3)CC[C@H]21
→ 11	7	-2	-6	5	2	-8
CCOC(=O)C1=C(COC(=O)CNS(=O)(=O)c2ccc(C)c(C)c2)NC(=O)NC1C (stereo not drawn)
→ -4	.	2	5	-2	12	8
COC(=O)c1ccc(NC(=O)CNC(=O)C2CCCCC2)cc1
→ 6	1	-2	.	19	16	4
COc1cccc(NC(=O)CN2CCN(c3ccccc3F)CC2)c1
→ .	.	.	.	-9	15	-5
CCOC(=O)C1CCCN(C(=O)c2cccc(C(F)(F)F)c2)CC1 (stereo not drawn)
→ -2	.	-1	-7	4	-2	-8
